Screening data from PubChem.
Rac1 mut GTP: modulators of GTP binding to human Rac1 activated mutant | P63000 | GST-Rac1 activated beads, fluorescent GTP binding, flow cytometry; actives lie on both sides; 100% means binding = to untreated wells | percent activity (GTP binding), % at 10 µM | 190,000 tested, 0.11% active | AID 764;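 active = GTP binding at least 20 percentage points away from the 100% baseline, in either direction, so actives lie on both sides; inconclusive = Compound likely fluorescent itself, or too few beads counted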
Cdc42 wt GTP: modulators (inhibitors or activators) of GTP binding to human Cdc42 wildtype | P60953 | percent activity (GTP binding), % at 10 µM | GST-Cdc42 beads, Bodipy-GTP binding, flow cytometry; actives lie on both sides | 190,000 tested, 0.2% active;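 active = percent activity GTP binding at least 20 points away from the 100% baseline, either down as inhibitor or up as activator; inconclusive = compound flagged as likely green fluorescent from well-wide comparison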;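 note: median bead fluorescence of bound Bodipy-FL-GTP at 100 nM; 0% = excess unlabeled GTP control and 100% = no compound control; below 100% means less GTP binding so inhibitor and above means activator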
Target sequence (P60953 whole entry, looked up): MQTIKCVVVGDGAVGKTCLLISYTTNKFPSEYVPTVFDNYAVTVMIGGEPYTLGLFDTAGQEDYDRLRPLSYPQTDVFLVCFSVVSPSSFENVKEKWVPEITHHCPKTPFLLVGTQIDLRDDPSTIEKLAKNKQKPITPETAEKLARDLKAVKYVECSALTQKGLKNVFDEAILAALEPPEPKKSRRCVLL
Rac1 wt modul: human Rac1 wildtype GTP binding, inhibitors and activators. GTP binding activity (% of control), % at 10 µM. GST-Rac1 beads, fluorescent GTP binding, flow cytometry; actives lie on both sides; 0 = cold GTP competed, 100 = untreated. 190,000 tested, 0.27% active;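 active = GTP binding activity at least 20 points away from the 100% control level, either lower or higher; inconclusive = compound flagged as likely green fluorescent, judged across all proteins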
Mcl1-Noxa inh: disrupts binding of human Mcl-1 to Noxa peptide | TR-FRET Mcl-1/Noxa peptide binding, 2 h | inhibition, % at 21.7 µM | 220,000 tested, 1.5% active | AID 1022;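 active = compounds that cut the protein-peptide binding signal by more than 50% relative to plate controls in a single-dose test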;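 note: His-tagged Mcl-1 with rhodamine Noxa BH3 peptide and terbium anti-His antibody; 0% = Mcl-1 plus Noxa peptide wells and 100% = peptide-only wells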
Target sequence (Q07820 whole entry, looked up): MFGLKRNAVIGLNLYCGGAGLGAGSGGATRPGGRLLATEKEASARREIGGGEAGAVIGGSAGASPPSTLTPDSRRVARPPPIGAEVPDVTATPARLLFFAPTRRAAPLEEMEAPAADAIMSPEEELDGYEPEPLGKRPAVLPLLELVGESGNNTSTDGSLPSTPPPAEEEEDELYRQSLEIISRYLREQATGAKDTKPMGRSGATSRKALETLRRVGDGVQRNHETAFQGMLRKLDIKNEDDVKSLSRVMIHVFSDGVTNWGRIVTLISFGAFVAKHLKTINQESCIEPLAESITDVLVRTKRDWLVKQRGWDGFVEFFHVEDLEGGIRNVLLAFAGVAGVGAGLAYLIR
Mcl1-Bid inh: disrupts binding of human Mcl-1 to Bid peptide; Q07820; inhibition, % at 21.7 µM; AID 1021; TR-FRET Mcl-1/Bid-Dy647 peptide binding, 1536-well; 220,000 tested, 0.97% active;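 active = compounds that cut the binding signal by more than half at the single screening dose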;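 note: His-tagged Mcl-1 with europium anti-His antibody binding Bid BH3 peptide; 0% = Mcl-1 plus peptide wells and 100% = peptide-only wells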
Avidin bead fluor: compound fluoresces at 488/530 nm on avidin beads | compound fluorescence 488/530 nm, flow cytometry; hits give high values | fluorescence (KMESF) at 10 µM | 220,000 tested, 0.38% active; in the data active = fluorescence above about 47; note: inactives centre near 10
Mcl-1 Bim block: disrupts Bim peptide binding to human Mcl-1. 190,000 tested, 0.1% active. AID 1009. inhibition, % at 10 µM. Q07820. Bead-based flow cytometry, Bim peptide-Mcl-1 binding; in the data active = inhibition above about 40%;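 note: 0% = no compound tracer wells and 100% = peptide blocker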
Rab2A wt mod: changes GTP binding to wildtype dog Rab2A, up or down. GST-Rab2 wt beads, Bodipy-GTP binding, flow cytometry. 190,000 tested, 0.19% active. P61105. GTP binding activity, % at 10 µM;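 active = GTP binding activity at least 20 points away from 100%, either lowered or raised; inconclusive = signal likely due to the compound's own green fluorescence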;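 note: 0% = beads with excess unlabeled GTP and 100% = no-compound control corrected for plate trend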
Pf gamet viab: P. falciparum stage V gametocyte viability inhibition. AID 743093. 150,000 tested, 0.065% active. inhibition, % at 10.9 µM. P. falciparum stage V gametocytes, ATP luminescence, 24 h;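 active = inhibition above the mean plus 3 SD of compounds within the control limits, set per campaign, cut at about 38% in these data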;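 note: 0% = DMSO wells and 100% = medium only without gametocytes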
HRas wt GTP: changes GTP binding to wildtype human HRas. GTP binding activity, % at 10 µM. 190,000 tested, 0.14% active. P01112. AID 759. GST-Ras wt beads, Bodipy-FL-GTP binding, flow cytometry; actives lie on both sides;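 active = GTP binding activity at least 20% away from the 100% baseline, either lowered as inhibitor or raised as activator; inconclusive = flagged as likely green fluorescent, judged across all proteins in the well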;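 note: 0% = unlabeled GTP competition control and 100% = no-compound control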
Target sequence (P01112 whole entry, looked up): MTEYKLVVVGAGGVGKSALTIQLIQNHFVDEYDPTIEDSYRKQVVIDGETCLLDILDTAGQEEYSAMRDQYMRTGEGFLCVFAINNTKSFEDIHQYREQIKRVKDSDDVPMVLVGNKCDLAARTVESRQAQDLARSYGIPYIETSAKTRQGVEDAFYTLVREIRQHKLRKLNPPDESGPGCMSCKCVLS
Rab7 wt GTP bind: alters GTP binding to wildtype dog Rab7. GST-Rab7 beads, fluorescent GTP binding, flow cytometry; actives lie on both sides; untreated = 100%, excess cold GTP = 0%. GTP binding activity (percent of control), % at 10 µM. 190,000 tested, 0.055% active;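 active = fluorescent GTP binding to Rab7 beads changed by at least 20 points from the 100% baseline, either direction, mostly lower; inconclusive = compound itself probably fluorescent, or too few beads counted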;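 note: median green fluorescence of bound Bodipy-FL-GTP per Rab7 bead population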
* = called active by the depositor; ? = inconclusive; nt = no result given.

SMILES	Rac1 mut GTP	Cdc42 wt GTP	Rac1 wt modul	Mcl1-Noxa inh	Mcl1-Bid inh	Avidin bead fluor	Mcl-1 Bim block	Rab2A wt mod	Pf gamet viab	HRas wt GTP	Rab7 wt GTP bind
O=C(O)CCC(=O)NNC(=O)CCC(=O)Nc1ccccc1	98	97	99	8	-26	12	0	95	4	97	99
CCOC(=O)C1=C(C)C(c2ccccc2)NC(=S)N1 (centres undefined)	98	99	100	2	-33	24	4	99	13	97	96
CC(C)N(Cc1cc2ccccc2[nH]c1=O)C(=O)C(C)(C)C	95	96	94	16	-4	12	0	96	-15	95	98
COC(=O)c1ccc(-c2noc(CN(C)CCC3CCCCO3)n2)cc1 (centres undefined)	95	99	99	3	-21	9	0	98	nt	98	105
COC(=O)c1cc(-c2c(C)nn(-c3ccccc3)c2C)n[nH]1	91	97	94	-12	-13	13	-2	95	-34	98	98
O=C(O)CCC(=O)NNc1ccccc1[N+](=O)[O-]	99	100	102	7	-4	6	-5	98	-56	96	100
CC(=O)Nc1ccc(Nc2nc(C)nc3c2oc2ccccc23)cc1	98	100	103	4	-23	19	1	96	-18	100	95
COc1ccc(CN2CC(C(=O)NCCC3=CCCCC3)CC2=O)cc1 (centres undefined)	97	101	100	15	-21	8	-2	99	nt	100	97
COC12NC(=O)N(C)C1(OC)C(=O)N(C)C(=O)N2C (centres undefined)	99	102	105	9	3	5	-2	99	9	99	98
Cc1ccc(NC(=O)c2ccco2)c(NC(=O)c2cccs2)c1	?	?	?	20	-15	12	0	?	nt	?	?
COc1ccc(NC(=O)CCNS(=O)(=O)c2ccc3c(c2)CCC(=O)N3)cc1	97	101	98	-26	-13	11	-2	99	nt	101	100
O=C(Nc1cccc(S(=O)(=O)N2CCCCCC2)c1)c1cc(=O)c2ccccc2o1	94	90	94	10	-43	8	-2	92	nt	93	92
CCN(CC)C(=O)N1c2ccccc2C=Cc2ccccc21	97	103	105	16	-19	30	-1	99	nt	101	103
CCCCOC(=O)c1cc(=O)[nH]c(=O)[nH]1	95	94	95	-12	4	10	3	97	nt	94	95
Cc1c(-c2ccc(F)cc2)nc(N)c(C#N)c1-c1cccs1	99	102	101	-4	1	5	1	100	13	100	91
Cc1csc(SCC(=O)Nc2nc3ccccc3s2)n1	99	102	104	17	-18	8	-1	102	7	102	103
CC(C)CN1CCNC(=O)C1CC(=O)NCCc1ccc(C(F)(F)F)cc1 (centres undefined)	98	92	96	27	-23	12	-4	96	-11	95	95
Cc1c(NC(NC(=O)CC(C)C)C(Cl)(Cl)Cl)c(=O)n(-c2ccccc2)n1C (centres undefined)	96	94	99	9	-27	4	-1	97	5	97	99
NC(=O)c1ccc(C23CC4CC(CC(C4)C2)C3)o1	100	95	102	8	14	13	-6	97	-16	98	99
CCCSc1nc2c(c(=O)[nH]c(=O)n2C)n1Cc1ccc(C)cc1	99	99	101	3	-12	14	0	99	11	99	103
CCOc1cccc(-c2nn3c(-c4ccco4)nnc3s2)c1	90	80	88	1	0	7	10	78*	-31	80	91
CCOC(=O)c1csc(NC(=O)c2ccc(S(=O)(=O)N(C)C)cc2)n1	96	99	96	4	4	11	-3	102	nt	101	102
O=c1cc(N2CCCCC2)c(-c2ccccc2)nn1Cc1ccccc1	91	97	99	11	-1	6	-1	99	12	95	105
Cc1cccc(NC(c2ccc(O)cc2)c2ccc3ccc(C)nc3c2O)n1 (centres undefined)	96	97	103	31	-12	13	-3	99	9	99	101
COC(=O)c1ccc(C(=O)OCCCc2nc3ccc(N)cc3[nH]2)cc1	96	102	104	-11	-37	19	-6	99	nt	100	100
O=C1CC(N2CCN(Cc3ccc4c(c3)OCO4)CC2)C(=O)N1c1ccccc1 (centres undefined)	98	105	109	5	-25	14	1	103	nt	104	105
O=C(COc1cc(Cl)c(Cl)cc1Cl)N1CCN(c2ccccn2)CC1	94	99	103	17	4	10	2	102	-1	102	107
COc1ccc(/C=C/C(=O)NC(=S)Nc2ccc(S(=O)(=O)Nc3cc(OC)ncn3)cc2)cc1	97	97	99	31	-61	26	0	99	-9	101	105
Cn1c(SCCC#N)nnc1-c1ccc(F)cc1	96	97	103	4	-34	11	-2	97	nt	99	103
CS(=O)(=O)N(CC(=O)N1CCOCC1)Cc1ccccc1	100	103	107	-16	6	15	0	99	nt	101	102
CN(C)C(=O)c1nc(C#N)c(N(C)C)o1	102	102	110	9	-30	7	4	105	-21	106	109
COc1ccccc1N1CCN(c2cc(=O)n(-c3ccc(Br)cc3)c(=O)[nH]2)CC1	100	106	105	39	-30	10	-2	106	3	107	107
O=C1c2ccccc2S(=O)(=O)N1Cc1nnc(-c2ccccc2Br)o1	99	98	99	13	-9	18	-4	99	15	99	99
COCCNC(=O)c1c(N)n(CCC2=CCCCC2)c2nc3ccccc3nc12	95	97	97	9	-10	33	0	97	nt	98	99
CC(=O)c1ccc(OCCCC(=O)N2CCN(S(=O)(=O)c3cccs3)CC2)cc1	98	100	104	2	-15	20	0	100	nt	102	102
COc1ccc(C(=O)NCCSCc2ccco2)cc1OC	99	106	105	12	-9	6	-7	102	1	103	100
CC(=O)c1cc(F)c(N2CCN(c3ccc([N+](=O)[O-])cc3F)CC2)cc1C	99	103	109	-8	-6	12	-3	99	11	99	100
Cc1cccc(NC(=S)NCc2cccs2)c1C	99	103	102	-7	-96	8	0	101	nt	102	99
O=C1CC(C(=O)N2CCN(c3ccc(F)cc3)CC2)CN1CCc1ccccc1 (centres undefined)	99	102	102	7	-24	7	1	100	nt	100	97
O=C(NC(C(=O)c1ccccc1)n1c(=O)cc[nH]c1=S)c1ccccc1 (centres undefined)	98	100	98	16	-24	7	-5	99	nt	98	93
C(=N\Nc1nc2ccccc2s1)/c1ccco1	?	?	?	23	-15	16	-1	?	nt	?	?
CCCCc1ncc(CN2CCC(CC3CCCCO3)(C(=O)OCC)CC2)[nH]1 (centres undefined)	95	94	97	-26	-47	8	1	93	16	92	95
C/C(=C\C(=O)c1ccc(Br)cc1)N1CCCCC1	100	110	110	6	-69	21	-1	104	nt	104	102
Cc1csc(NC(=O)[C@@H](NC(=O)c2ccccc2)C(C)C)n1	99	104	109	20	12	7	-4	95	-10	100	95
O=C(CSc1ncn[nH]1)Nc1ccc(Cl)c(S(=O)(=O)N2CCOCC2)c1	94	96	96	32	4	6	-2	100	23	97	104
C=CCNC(=O)c1cc(C(=O)C(C)c2ncc(C(F)(F)F)cc2Cl)c[nH]1 (centres undefined)	100	101	106	-9	1	10	1	101	2	100	100
CCc1ccc(OCC(=O)NC(=S)Nc2ccc(Br)c(C)n2)cc1	99	97	100	7	-15	9	-1	98	1	98	99
CCCCOc1cccc(-c2nnc(NC(=O)CSc3ccc(C)cc3)s2)c1	99	103	104	-19	-52	16	-2	104	9	101	102
CC(=O)c1ccc(Nc2ccc(-c3ccccc3C)nn2)cc1	98	99	98	3	-17	10	26	100	-14	100	104
CC(C)(C)N1C(=O)Cc2c1nc(N)c1c(N)nc(N3CCCCC3CO)c(C#N)c21 (centres undefined)	91	91	89	47	-10	6	2	90	nt	90	93

The list continues.
SMILES	Rac1 mut GTP	Cdc42 wt GTP	Rac1 wt modul	Mcl1-Noxa inh	Mcl1-Bid inh	Avidin bead fluor	Mcl-1 Bim block	Rab2A wt mod	Pf gamet viab	HRas wt GTP	Rab7 wt GTP bind
Fc1ccc(CNC(=S)Nc2ccc(Cl)cc2)cc1	97	100	102	-6	-37	19	-1	100	nt	98	99
O=C(NC1CCCCC1)N1CCC(n2cnc3ccccc32)CC1	98	102	97	31	43	14	3	99	nt	101	99
CN(C)CCOC(=O)Cc1ccc(Cl)cc1	98	100	102	33	-15	38	nt	99	nt	100	98
Nc1nnc(SCc2cc3c(cc2Cl)OCO3)s1	98	101	102	0	-17	13	-3	99	-22	98	100
O=C(NCc1ccccc1)c1ccc(-c2ccccc2C(F)(F)F)o1	96	101	105	9	8	9	0	99	-65	99	100
COc1ccc(C(=O)OCC(=O)NC(=O)NC2CCCC2)c(OC)c1	96	97	101	15	-10	11	-2	97	-6	97	104
CS(=O)(=O)N1CCn2c1nc1ccccc12	95	93	94	0	-17	10	6	97	nt	95	100
